Source: PubChem
BRCA1 expr act: activators of BRCA1 expression; hit rate 1.1% among 380,000; Potency, µM (top dose mostly 46.1 µM), for inactives: at the top dose activation, hits mostly activators; MCF7-BRCA1-FFLuc reporter, luminescence, 48 h; response scale: scaled: vehicle 0%, 10 µM genistein 100%; also: potency is read from the fitted curve at half-maximal effect; nearly all actives have a fitted effect of over 80% in size; some results filed as inactive show a strong effect at the top dose
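Quantitative HTS in MCF7 cells stably reporting BRCA1 expression via firefly luciferase. Compound treatment lasts 48 h at 37 °C in phenol-red free MEM. Activation is expressed relative to genistein at 10 microM and DMSO.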
p53 reactivation: re-activators of mutant p53; H1299 p53-A138V BP100-luciferase reporter, luminescence, 24 h; Potency, µM (highest dose often 92.2 µM), for the others: at the highest dose activity change, positive = activation, usual class: activators; hit rate 0.063% among 320,000; AID 504706; also: potency is read from the fitted curve at half-maximal effect; % of control where 0% means no effect; nearly all actives have a fitted effect of over 45% in size
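p53-null H1299 cells stably carrying temperature-sensitive p53-A138V and a BP100-luciferase reporter were pinned with compounds (4-point, 1:5 series) and held 24 hrs at 37 deg C. Luminescence was read 10 min after detection reagent.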
TRPV1 agonist: agonists of human vanilloid receptor 1 (TRPV1); Q8NER1; TRPV1-expressing cells, Fluo-8 calcium influx, agonist mode; hit rate 0.19% among 320,000; activation, % at 8.33 µM; in the data active = activation above about 80%; inconclusive = between about 30% and that limit; also: 0% is about no effect
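Fluo-8 calcium influx in TRPV1-expressing cells, kinetic read (ex 480/em 520 nm). Compound added and read 3 min for agonist activity, followed by capsaicin at EC20 final and 2 min further read for enhancement.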
ELG1 genotox: induces genotoxicity in HEK293T cells with luciferase-tagged ELG1 | Potency, µM (series often up to 46 µM), for the others: at the top dose activity change, positive = activation, most hits filed as activators | AID 504466 | hit rate 1.3% among 330,000 | HEK293T ELG1-luciferase reporter, luminescence, 16 h; also: potency is read from the fitted curve at half-maximal effect; % of control where 0% means no effect; nearly all actives have a fitted effect of over 60% in size
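Screening used a luciferase reporter fused to human ELG1 in HEK293T cells. Luminescence was read on a CCD plate imager after 16 hr exposure and 30 min ONE-Glo incubation.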
FLuc counter: firefly luciferase modulation, counter-screen for miR-21 project; hit rate 6.9% among 360,000; P08659; Potency, µM (highest dose often 57.5 µM), for the others: top-dose activity change, negative = inhibition, usual class: inhibitors; AID 588342; purified FLuc, Km substrates, luminescence inhibition;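 also: potency is read from the fitted curve at half-maximal effect; plate controls were vehicle for no effect and reference inhibitor for full effect; nearly all actives have a fitted effect of over 55% in size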
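Biochemical qHTS of compounds, final roughly 60 µM downward over six points, against 10 nM purified firefly luciferase using Km concentrations of substrates (10 uM D-luciferin, 10 uM ATP) in Tris acetate pH 7.5 buffer; luminescence output.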
ELG1 DNA repair: blocks ELG1-dependent DNA repair in HEK293T cells; HEK293T ELG1-luciferase reporter, luminescence, 16 h; DNA damage induced by 5-fluorouridine; Potency, µM (titrated, usually from 46.1 µM), for the others: top-dose activity change, negative = inhibition, usual class: inhibitors; hit rate 2.3% among 330,000; AID 504467; also: potency is read from the fitted curve at half-maximal effect; % is scaled to controls: 0 for no effect and ±100 for the full control effect; nearly all actives have a fitted effect of over 55% in size
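Reporter activity after DNA damage by 5-fluorouridine is monitored. Compound-treated cells incubate 16 hr at 37 °C, then ONE-Glo is added for 30 min before luminescence reading.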
Tb PFK inh: T. brucei PFK enzyme inhibition. hit rate 0.17% among 330,000. Potency, µM (series often up to 57.5 µM), for the others: at the highest dose activity, negative = inhibition, actives largely listed as inhibitors. T. brucei PFK, ADP-Glo luminescence. O15648. AID 485367;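 also: potency is read from the fitted curve at half-maximal effect; 0% = uninhibited 1x PFK enzyme wells and -100% = no-enzyme wells; nearly all actives have a fitted effect of over 60% in size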
Target sequence (O15648 whole entry, looked up): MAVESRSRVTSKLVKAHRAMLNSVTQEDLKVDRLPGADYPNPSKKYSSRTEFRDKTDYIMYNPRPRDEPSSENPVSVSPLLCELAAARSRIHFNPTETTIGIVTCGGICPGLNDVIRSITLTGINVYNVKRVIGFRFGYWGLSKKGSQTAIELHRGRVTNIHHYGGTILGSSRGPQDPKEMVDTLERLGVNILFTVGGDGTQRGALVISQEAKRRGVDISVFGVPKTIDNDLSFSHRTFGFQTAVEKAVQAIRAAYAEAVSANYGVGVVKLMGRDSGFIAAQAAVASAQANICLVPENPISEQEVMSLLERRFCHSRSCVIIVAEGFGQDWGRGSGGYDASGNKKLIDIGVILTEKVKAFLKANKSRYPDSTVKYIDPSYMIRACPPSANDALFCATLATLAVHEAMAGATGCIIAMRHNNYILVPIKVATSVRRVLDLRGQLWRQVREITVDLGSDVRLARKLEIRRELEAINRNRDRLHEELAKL
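Compounds were pin-transferred as a titration series up to 57 uM into substrate buffer (0.5 mM F6P, 0.1 mM ATP, pH 8.0), then 1.25 nM PFK was added and reactions ran 45 min before ADP-Glo detection.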
NPC1 promoter act: activates the NPC1 promoter | hit rate 2.4% among 320,000 | Huh7 NPC1 promoter luciferase reporter, 24 h | Potency, µM (top dose mostly 9.22 µM), inactives show top-dose activation, usual class: activators;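 also: potency is read from the fitted curve at half-maximal effect; % of control where 0% means no effect; nearly all actives have a fitted effect of over 60% in size; reporter is driven by a mutant NPC1 promoter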
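Quantitative HTS used a cell-based reporter: Huh7 cells stably bearing the NPC1 promoter upstream of luciferase were treated with compounds for 24 h, and promoter activation was read as luminescence.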
RORg inh: inhibitors of mouse ROR gamma transcriptional activity | P51450 | Drosophila S2 Gal4-RORgamma UAS-luciferase reporter, 20 h | Potency, µM (titrated, usually from 53.6 µM), for inactives: at the highest dose activity change, negative = inhibition, hits mostly inhibitors | hit rate 5.4% among 310,000 | AID 2551; also: potency is read from the fitted curve at half-maximal effect; % is scaled to controls: 0 for no effect and ±100 for the full control effect; nearly all actives have a fitted effect of over 60% in size
Target sequence (P51450 whole entry, looked up, the tested form may be a part): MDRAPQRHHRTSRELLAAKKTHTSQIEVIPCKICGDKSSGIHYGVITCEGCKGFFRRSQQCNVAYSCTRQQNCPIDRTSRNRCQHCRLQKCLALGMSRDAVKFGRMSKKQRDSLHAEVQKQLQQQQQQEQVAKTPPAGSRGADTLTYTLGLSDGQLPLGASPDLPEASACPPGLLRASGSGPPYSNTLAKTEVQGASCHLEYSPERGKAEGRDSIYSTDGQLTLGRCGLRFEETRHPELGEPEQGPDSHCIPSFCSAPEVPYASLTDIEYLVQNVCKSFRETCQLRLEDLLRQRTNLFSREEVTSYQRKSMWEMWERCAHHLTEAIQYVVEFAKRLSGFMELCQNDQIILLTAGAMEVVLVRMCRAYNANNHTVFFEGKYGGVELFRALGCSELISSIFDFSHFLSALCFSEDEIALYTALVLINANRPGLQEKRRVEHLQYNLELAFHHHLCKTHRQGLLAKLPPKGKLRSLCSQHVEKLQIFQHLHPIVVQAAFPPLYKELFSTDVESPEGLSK
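A Gal4/UAS one-hybrid system in insect cells: metallothionein-promoter Gal4–ROR gamma fusion plus Photinus luciferase reporter. Copper sulfate 700 uM final, 20 hr ambient incubation, luminescent detection after 10 min with reagent.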
VP16 counter: inhibits Gal4-VP16 luciferase reporter, ROR gamma counter-screen; Drosophila S2 Gal4-VP16 UAS-luciferase, luminescence, 20 h; Potency, µM (series often up to 53.6 µM), inactives show at the highest dose activity, negative = inhibition, usual class: inhibitors; hit rate 3.5% among 310,000;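 also: Gal4-VP16 expression switched on by copper sulfate through the metallothionein promoter; potency is read from the fitted curve at half-maximal effect; % is scaled to controls: 0 for no effect and ±100 for the full control effect; nearly all actives have a fitted effect of over 50% in size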
Rab9 prom act: Rab9 promoter activation; Huh7 Rab9 promoter-luciferase reporter, luminescence, 24 h; Potency, µM (top dose mostly 9.22 µM), for the others: at the highest dose activation, negative = inhibition, most hits filed as activators; hit rate 2.8% among 320,000; also: potency is read from the fitted curve at half-maximal effect; % of control where 0% means no effect; nearly all actives have a fitted effect of over 60% in size
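Promoter activation is measured as luciferase luminescence in Huh7 cells stably transfected with a Rab9 promoter–luciferase construct, following 24 h compound exposure at 37 °C and 10 min reagent incubation at ambient temperature.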
Starred values were filed as active, the others as inactive. Unless noted, calls follow the shape of the dose curve; as a rule, active = well fitted curve in the direction sought with a large enough effect; inconclusive = small, poorly fitted or top-dose-only effect, or another doubt; inactive = no such curve, though single readings can be large; an effect the other way counts as inactive or inconclusive.

N#CCn1c(C2CCCCC2)nc2ccccc2c1=O was read as BRCA1 expr act -20%, p53 reactivation -4%, ELG1 genotox 11%, FLuc counter 0%, ELG1 DNA repair 15%, Tb PFK inh -6%, NPC1 promoter act 1%, RORg inh 10%, VP16 counter 0% and Rab9 prom act 7%.
`O=C(O)c1cccc(Nc2ncnc3ccccc23)c1` gave BRCA1 expr act 0%, p53 reactivation 10%, TRPV1 agonist -4, ELG1 genotox 1%, FLuc counter 19µM*, ELG1 DNA repair 2%, Tb PFK inh 10%, NPC1 promoter act 0%, RORg inh 13%, VP16 counter 1% and Rab9 prom act 16%.
Screening Cc1cccc(N(Cc2ccccc2)C(=O)c2ccc(S(C)(=O)=O)cc2)c1 returned BRCA1 expr act -10%, p53 reactivation -2%, TRPV1 agonist -10, ELG1 genotox -8%, FLuc counter 2%, ELG1 DNA repair -1%, Tb PFK inh 4%, NPC1 promoter act 6%, RORg inh inconclusive, VP16 counter 29% and Rab9 prom act -5%.
Screening Cc1ccc(C)n1-c1nccc(-c2cccs2)n1 returned BRCA1 expr act -30%, p53 reactivation -1%, TRPV1 agonist 3, ELG1 genotox 0%, FLuc counter 3%, ELG1 DNA repair 7%, Tb PFK inh -2%, NPC1 promoter act -7%, RORg inh -2%, VP16 counter 15% and Rab9 prom act -7%.
`Cc1cc[n+](CC(=O)Nc2ccccc2)cc1` gave BRCA1 expr act inconclusive, p53 reactivation 6%, TRPV1 agonist 3, ELG1 genotox -4%, FLuc counter 0%, ELG1 DNA repair 1%, Tb PFK inh -4%, NPC1 promoter act 1%, RORg inh inconclusive, VP16 counter 8% and Rab9 prom act -2%.
For Cc1ccc(N(CC(=O)NCc2ccccc2)C(=O)CCC(=O)Nc2ccccn2)cc1 the results were BRCA1 expr act -30%, p53 reactivation -4%, TRPV1 agonist 1, ELG1 genotox -5%, FLuc counter 3%, ELG1 DNA repair -10%, Tb PFK inh -2%, NPC1 promoter act -3%, RORg inh -5%, VP16 counter 1% and Rab9 prom act -5%.
`O=C(CN1CCN(Cc2ccc(F)cc2)CC1)Nc1ccccc1F` gave BRCA1 expr act -52%, p53 reactivation -4%, TRPV1 agonist 3, ELG1 genotox 0%, FLuc counter -1%, ELG1 DNA repair 2%, Tb PFK inh -7%, NPC1 promoter act 2%, RORg inh 25%, VP16 counter -3% and Rab9 prom act -11%.
For CCOc1ccc(-c2csc(NC(=O)CSC3=NC(=O)CN3C(C)=O)n2)c2ccccc12 the results were BRCA1 expr act 1%, p53 reactivation -2%, TRPV1 agonist 2, ELG1 genotox 2%, FLuc counter -2%, ELG1 DNA repair inconclusive, Tb PFK inh -5%, NPC1 promoter act -1%, RORg inh 11µM*, VP16 counter 7.9µM* and Rab9 prom act -4%.
For NC(=O)C1CCN(C(=O)NC2CC(=O)N(c3ccc4c(c3)OCCO4)C2)CC1 (centres undefined) the results were BRCA1 expr act -13%, p53 reactivation 6%, TRPV1 agonist -3, ELG1 genotox 1%, FLuc counter 1%, ELG1 DNA repair 14%, Tb PFK inh 3%, NPC1 promoter act 0% and Rab9 prom act -6%.
`CCOC(=O)C1(Cc2cccc(Cl)c2)CCCN(C(=O)c2cc(C)on2)C1` (centres undefined) gave BRCA1 expr act 35%, p53 reactivation inconclusive, TRPV1 agonist inconclusive, ELG1 genotox 9%, FLuc counter inconclusive, ELG1 DNA repair inconclusive, Tb PFK inh 1%, NPC1 promoter act 23%, RORg inh 19%, VP16 counter 30% and Rab9 prom act 27%.
Screening CC(=O)[C@H]1[C@@H]2C(=O)N(c3cccc(Cl)c3)C(=O)[C@@H]2[C@H]2c3ccccc3C=CN21 returned BRCA1 expr act -36%, p53 reactivation 5%, TRPV1 agonist -2, ELG1 genotox 0%, FLuc counter inconclusive, ELG1 DNA repair 24%, Tb PFK inh 10%, NPC1 promoter act 14%, RORg inh -25%, VP16 counter 0% and Rab9 prom act 13%.
`C=CCOc1cccc(C(=O)N2CCC(CCC(=O)NC3CC3)CC2)c1` gave BRCA1 expr act 16%, p53 reactivation -1%, TRPV1 agonist 5, ELG1 genotox -3%, FLuc counter 0%, ELG1 DNA repair 0%, Tb PFK inh 2%, NPC1 promoter act -5%, RORg inh -37%, VP16 counter -24% and Rab9 prom act 0%.
`CCN(Cc1ccccc1)C(=O)CCS(=O)(=O)c1ccc2c(c1)n(C)c(=O)c(=O)n2C` gave BRCA1 expr act 7%, TRPV1 agonist 4, ELG1 genotox 8%, FLuc counter -3%, ELG1 DNA repair 3%, Tb PFK inh 1%, NPC1 promoter act -6%, RORg inh -31%, VP16 counter 1% and Rab9 prom act 0%.
CC(C)COc1cccc(-c2cc(C(=O)N/N=C/c3ccncc3)c3ccccc3n2)c1 was read as BRCA1 expr act -52%, p53 reactivation 10%, TRPV1 agonist 5, ELG1 genotox -8%, FLuc counter 0.95µM*, ELG1 DNA repair inconclusive, Tb PFK inh 0%, NPC1 promoter act -4%, RORg inh -36%, VP16 counter inconclusive and Rab9 prom act -3%.
`O=C(CN1CCN(S(=O)(=O)c2ccc(Br)cc2)CC1)Nc1ccc(F)cc1F` gave BRCA1 expr act 0%, p53 reactivation 12%, TRPV1 agonist 0, ELG1 genotox 5%, FLuc counter 1%, ELG1 DNA repair -10%, Tb PFK inh -5%, NPC1 promoter act 4%, RORg inh -5%, VP16 counter 2% and Rab9 prom act -1%.
Screening CCOC(=O)c1cccc(NC(=O)CCc2nnc3ccc(N4CCCCC4)nn23)c1 returned BRCA1 expr act 4%, p53 reactivation -6%, TRPV1 agonist 2, ELG1 genotox 0%, FLuc counter 2%, ELG1 DNA repair -8%, Tb PFK inh 1%, NPC1 promoter act -2%, RORg inh 6%, VP16 counter -13% and Rab9 prom act -3%.
Screening Cc1cccc(-n2c(SCc3cc(=O)n4ccsc4n3)nc3ccccc3c2=O)c1 returned BRCA1 expr act -19%, p53 reactivation 4%, TRPV1 agonist -2, ELG1 genotox 9%, FLuc counter 0%, ELG1 DNA repair 0%, Tb PFK inh 0%, NPC1 promoter act 6%, RORg inh inconclusive, VP16 counter 4% and Rab9 prom act -1%.
For COCCN(C(=O)CSc1nnc(-c2cccs2)n1N)c1c(N)n(Cc2ccccc2)c(=O)[nH]c1=O the results were BRCA1 expr act -4%, p53 reactivation 13%, TRPV1 agonist 0, ELG1 genotox 5%, FLuc counter 2%, ELG1 DNA repair 0%, Tb PFK inh 9%, NPC1 promoter act 1%, RORg inh -25%, VP16 counter 0% and Rab9 prom act 1%.
Screening CC12CCC(C(=O)NC3CCCCC3)([C@H](Br)C1=O)C2(C)C (some centres undefined) returned BRCA1 expr act 18%, p53 reactivation -4%, TRPV1 agonist 1, ELG1 genotox -3%, FLuc counter 1%, ELG1 DNA repair -33%, Tb PFK inh 0%, NPC1 promoter act 1%, RORg inh 2%, VP16 counter -1% and Rab9 prom act 2%.
Screening O=C(CSc1ccc(C(F)(F)F)cc1[N+](=O)[O-])Nc1ccc2ccccc2c1 returned BRCA1 expr act -49%, p53 reactivation 8%, TRPV1 agonist 3, ELG1 genotox 3%, FLuc counter -1%, ELG1 DNA repair 0%, Tb PFK inh 1%, NPC1 promoter act -1%, RORg inh -27%, VP16 counter inconclusive and Rab9 prom act -2%.
For COC(=O)c1ccc(NC(=O)CSC2=NC(=O)C(c3ccccc3)C(=O)N2)cc1 (centres undefined) the results were BRCA1 expr act -3%, p53 reactivation -2%, TRPV1 agonist -2, ELG1 genotox 0%, FLuc counter -2%, ELG1 DNA repair 13%, Tb PFK inh -6%, NPC1 promoter act 6%, RORg inh -2%, VP16 counter -5% and Rab9 prom act -5%.
`Cc1sc(NC(=O)C(C)C)c(C(=O)Nc2ccccc2)c1C` gave BRCA1 expr act -1%, p53 reactivation -5%, TRPV1 agonist inconclusive, ELG1 genotox -1%, FLuc counter 2%, ELG1 DNA repair 1%, Tb PFK inh 2%, NPC1 promoter act -1%, RORg inh 27%, VP16 counter 8% and Rab9 prom act 3%.
`Cn1cc([N+](=O)[O-])cc1-c1nc2ccccc2n1C` gave BRCA1 expr act -20%, p53 reactivation 13%, TRPV1 agonist -2, ELG1 genotox -3%, FLuc counter -1%, ELG1 DNA repair inconclusive, Tb PFK inh -1%, NPC1 promoter act -7%, RORg inh -31%, VP16 counter -7% and Rab9 prom act 0%.
O=c1[nH]c2ccc(S(=O)(=O)N3CCCCC3)cc2o1 was read as BRCA1 expr act 4%, p53 reactivation -6%, TRPV1 agonist -3, ELG1 genotox 1%, FLuc counter 0%, ELG1 DNA repair -2%, Tb PFK inh 1%, NPC1 promoter act -2%, RORg inh inconclusive, VP16 counter 16% and Rab9 prom act -8%.
